From PubChem
AddAB inh: less growth of phage-infected E. coli with AddAB | E. coli expressing H. pylori AddAB, absorbance growth | AID 435030 | 330,000 tested, 0.29% active | inhibition, % at 11.9 µM; in the data active = inhibition above about 12%;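 also: 0% = vehicle wells of infected cells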
Ecoli viability: reduces bacterial viability in AddAB counter-screen; E. coli V3065 growth, OD600 absorbance, 18 h; inhibition, % at 11.9 µM; 330,000 tested, 0.27% active;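 active = inhibition above the campaign's mean inhibition across all tested compounds plus 3 SD, cut at about 9.9% in these data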;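 also: uninfected addAB+ strain grown without phage in ampicillin broth; 0% = DMSO wells and 100% = ciprofloxacin 0.95 µg/ml wells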
Tat export inh: blocks Tat-dependent protein export in E. coli. E. coli MC4100 TorA-mCherry Tat export, fluorescence. inhibition, % at 10 µM. 340,000 tested, 0.036% active;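 active = mean replicate inhibition at least 50% and at least half of replicates individually reaching 50%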;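 also: exported cargo escapes ClpAP degradation while cytoplasmic cargo is degraded and loses fluorescence; 0% = median of neutral control wells and 100% = median of NaSCN control wells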
SUMO Mot1 rescue: inhibitors of SUMOylation pathway: yeast Mot1-301 growth rescue. growth rescue, % at 18.8 µM. 320,000 tested, 1% active. S. cerevisiae Mot1-301 growth rescue, ATP luminescence, 38.5C; percent above DMSO median, 100 means doubled;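 active = every valid replicate shows activation above 250% relative to neutral control wells; inactive = the rest, any valid replicate at or below 250%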;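 also: OY570 slx delta 5 strain wells were the positive control but not used for scaling; some compounds called inactive have numbers as strong as hits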
DAGLB inh: blocks human DAGLB lipase activity. Q8NCG7. HEK293T DAGLB membrane lysate, EnzChek fluorogenic substrate. inhibition, % at 5.17 µM. 340,000 tested, 0.059% active; in the data active = inhibition above about 34%;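 also: 0% = enzyme with vehicle and 100% = wells lacking enzyme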
Target sequence (Q8NCG7 whole entry, looked up): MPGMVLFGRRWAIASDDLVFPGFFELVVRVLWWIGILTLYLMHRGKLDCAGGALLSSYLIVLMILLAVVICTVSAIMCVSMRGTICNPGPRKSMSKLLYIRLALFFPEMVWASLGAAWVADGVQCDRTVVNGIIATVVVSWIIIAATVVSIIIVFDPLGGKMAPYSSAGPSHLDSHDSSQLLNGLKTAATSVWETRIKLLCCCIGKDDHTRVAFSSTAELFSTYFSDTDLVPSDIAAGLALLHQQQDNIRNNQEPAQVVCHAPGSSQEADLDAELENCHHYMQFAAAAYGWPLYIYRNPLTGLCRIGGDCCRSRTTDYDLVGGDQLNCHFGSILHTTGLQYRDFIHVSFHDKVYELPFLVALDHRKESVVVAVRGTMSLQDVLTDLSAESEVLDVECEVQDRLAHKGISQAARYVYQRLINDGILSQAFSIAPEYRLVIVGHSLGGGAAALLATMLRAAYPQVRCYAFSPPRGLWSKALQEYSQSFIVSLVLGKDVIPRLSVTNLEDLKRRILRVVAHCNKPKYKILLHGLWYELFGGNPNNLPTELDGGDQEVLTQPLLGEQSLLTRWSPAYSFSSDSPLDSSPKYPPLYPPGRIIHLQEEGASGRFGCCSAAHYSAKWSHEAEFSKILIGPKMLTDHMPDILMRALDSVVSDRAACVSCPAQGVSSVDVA
PKA-R1A activ: activators of PKA-R1A complex; P00514+P68181; PKA-R1A dissociation, Cy5-IP20 fluorescence polarization; scaled: DMSO 0%, 113 µM cGMP 100%; activation, % at 11.4 µM; 340,000 tested, 0.083% active; AID 504707;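 active = percent activation above the mean of all tested compounds plus 3 SD, cut at about 19% in these data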;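 also: higher means more PKAc released from R1A so a rise in polarization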
PKA-R2B act: activators of human PKA-R2B complex | PKA-R2B holoenzyme dissociation, Cy5-IP20 fluorescence polarization; R2B truncated from residue 108, S112A mutant; 0% DMSO only, 100% 113 µM cGMP | 340,000 tested, 0.079% active | activation, % at 11.4 µM;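 active = activation above a cutoff set at the mean over all compounds plus 3 SD, cut at about 18% in these data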;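 also: higher means more holoenzyme dissociation and a rise in polarization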
Target sequence (P31323 whole entry, looked up, other chains not shown, the tested form may be a part): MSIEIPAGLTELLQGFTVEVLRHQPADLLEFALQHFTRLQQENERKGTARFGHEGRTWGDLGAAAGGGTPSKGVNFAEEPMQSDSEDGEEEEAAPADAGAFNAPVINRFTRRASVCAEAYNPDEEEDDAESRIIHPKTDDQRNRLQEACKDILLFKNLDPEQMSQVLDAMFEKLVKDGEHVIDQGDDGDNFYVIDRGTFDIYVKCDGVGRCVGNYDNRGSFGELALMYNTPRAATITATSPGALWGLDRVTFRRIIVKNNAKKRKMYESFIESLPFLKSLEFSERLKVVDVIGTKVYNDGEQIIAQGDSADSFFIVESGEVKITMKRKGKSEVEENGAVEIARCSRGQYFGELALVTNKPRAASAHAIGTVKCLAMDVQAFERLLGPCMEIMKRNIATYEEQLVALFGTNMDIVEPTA
HTR5A inv ag: counter-screen for OPRM1-OPRD1 inverse agonists: human HTR5A inverse agonism. P47898. HTR5A cell line, luminescence. inhibition, % at 9.3 µM. 340,000 tested, 0.083% active. AID 504634; in the data active = inhibition mostly above about 23%, no sharp cut-off; inactive = mostly below about 18%;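 also: 0% = cells with DMSO and 100% = no-cell wells with DMSO; some compounds called inactive have numbers as strong as hits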
phage Ecoli inh: E. coli growth loss with phage present | growth absorbance | inhibition, % at 11.9 µM | 360,000 tested, 0.26% active; in the data active = inhibition above about 11%
HTR5A ag ctr: counter-screen for OPRM1-OPRD1 agonists: human HTR5A agonism; P47898; HTR5A agonist assay, luminescence, cell-based; 340,000 tested, 0.61% active; activation, % at 9.3 µM; in the data active = activation mostly above about 9.5%, no sharp cut-off; inactive = mostly below about 7.6%;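 also: 0% = cells with vehicle only and 100% = reference agonist; strong numbers were not always called active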
CDK5 p35 inh: inhibitors of human CDK5/p35 kinase; Q00535+Q15078; Recombinant CDK5/p35, ADP-Glo luminescence, 60 min; inhibition, % at 10 µM; 330,000 tested, 0.01% active; AID 488839;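 active = highest replicate inhibition of at least 50% and at least 75% of replicates reaching 50%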;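 also: plate controls were DMSO neutral control for no effect and GW8510 at 10 µM for full effect; many of its hits are not listed in these tables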
An asterisk follows results filed as active; nt = no result given.

item	SMILES	PKA-R1A activ	Ecoli viability	HTR5A inv ag	AddAB inh	Tat export inh	DAGLB inh	phage Ecoli inh	PKA-R2B act	CDK5 p35 inh	HTR5A ag ctr	SUMO Mot1 rescue
1	CCN(C(=O)c1ccc(=O)n(C)n1)c1c(N)n(Cc2ccccc2)c(=O)[nH]c1=O	-6	-1.9	-3	-0.8	5	1	1.0	-1	-1.3	1	nt
2	COc1ccccc1N1CCN(/N=C(\C)c2ccccc2O)CC1	1	0.6	-8	3.8	-2	-4	1.6	1	0.2	2	-18
3	Cn1cccc1C(=O)NC(=O)COC(=O)c1cc(Cl)ccc1[N+](=O)[O-]	1	-0.1	-15	-1.6	-10	4	-0.4	-3	2.0	5	-19
4	Cc1ccccc1Cn1ccc(NC(=O)c2cc3nc(-c4ccco4)cc(C(F)(F)F)n3n2)n1	-6	-0.3	-18	-1.5	-12	-6	1.0	-14	1.5	6	33
5	CC[C@H](C)[C@@H](CN[C@H](CCCCNC)CNC)NCC1CCCC1	-11	-1.7	-1	1.3	-48	3	1.4	15	0.7	0	-1
6	CCn1c(=O)c(C(=O)NNC(=O)Cc2ccccc2)c(O)c2ccccc21	-8	-1.3	7	-1.1	-7	5	-1.8	7	-1.5	3	-10
7	COc1ccc(N2CCN(C(=O)CCS(=O)(=O)c3ccc(C)cc3)CC2)cc1	5	0.5	-9	2.7	-7	-2	0.7	-2	2.2	-1	1
8	Cc1ccc(-c2nc3c(=O)n(-c4ccccc4)c4c(c(=O)n(C)c(=O)n4C)c3o2)cc1	nt	2.9	nt	2.4	-2	nt	0.8	nt	2.2	nt	796*
9	Cc1cc(C)nc(SC(C(=O)O)c2ccccc2)n1 (stereo not given)	4	-0.4	-34	1.5	-5	-2	3.3	0	-0.5	4	216
10	O=c1cc(CSc2nnnn2-c2ccccc2)nc2scc(-c3ccccc3)n12	12	1.4	4	0.5	1	3	-1.1	-5	0.7	2	-2
11	COC(=O)C(Cc1c[nH]c2ccccc12)NC(=O)CNC(C)=O (stereo not given)	-4	-3.2	12	-3.4	-3	0	1.8	3	-0.2	-5	275
12	CC(NC(=O)COc1cccnc1[N+](=O)[O-])c1ccc(Cl)cc1Cl (stereo not given)	-3	-1.2	10	-1.5	-4	3	2.4	-8	0.6	-3	11
13	CCN1C(=O)[C@H]2[C@@H](c3ccc(C)cc3)N3C(=O)N(c4cccc(Br)c4)C(=O)[C@@]3(CC)[C@H]2C1=O	3	2.4	-8	2.3	-2	5	1.5	-4	-4.3	3	7
14	Cc1ccccc1NC(=O)C[n+]1cc(-c2ccccc2)n2c1CCC2	-3	-1.1	-10	1.3	4	1	3.3	0	-5.0	-2	20
15	O/N=C1\CCCc2nnc3c(c21)CCCC3	0	0.9	5	2.4	4	1	3.1	-3	0.8	3	-13
16	Cc1cc(C)c2oc(C(=O)Nc3ccc(S(=O)(=O)Nc4nccs4)cc3)cc(=O)c2c1	-14	-0.5	15	1.8	1	4	-1.7	-7	-1.6	-2	13
17	C=CCSc1nnc(CNS(=O)(=O)c2ccc(C)cc2)n1C	4	-1.0	19	1.7	-9	0	2.8	-4	3.2	-8	-16
18	CN(C)c1cccc(C(=O)N2CCCC(CCC(=O)NCc3ccccc3F)C2)c1 (stereo not given)	-8	-0.5	6	-1.7	-5	1	4.0	5	1.4	2	-10
19	COCCn1c(=O)[nH]c(=O)c2cc(C(=O)c3cc(OC)ccc3O)cnc21	-2	2.6	1	-1.0	-3	-1	3.1	0	0.4	0	-12
20	O=[N+]([O-])c1ccc(O)c(C=Nc2ccc3nc(-c4ccccc4)[nH]c3c2)c1	-7	0.5	4	1.3	-4	6	4.5	2	2.1	-3	51
21	COc1ccc(C2CC(c3cccs3)=NN2C(=O)COC(=O)C2CCCCC2)cc1OC (stereo not given)	-12	1.3	-4	-0.3	13	-8	0.4	-15	-0.8	1	nt
22	COCC(=O)N1CCC(n2nnc3cc(F)ccc32)CC1	4	-1.9	-2	0.3	-4	2	1.5	5	1.1	-4	88
23	CCc1ccc(N2C(=O)C3CCCN3C2=S)cc1 (stereo not given)	2	-0.7	-2	0.8	-4	-1	0.6	5	0.4	0	-8
24	COC(=O)c1cc(NS(=O)(=O)c2ccc(N3CCC(C)CC3)c([N+](=O)[O-])c2)cc(C(=O)OC)c1	-11	0.9	16	0.0	13	11	4.5	-5	-2.9	-3	-18
25	CS(=O)(=O)NCc1ccc(C(=O)NC2CCCCC2)cc1	-10	0.2	-2	-1.3	0	-2	nt	-2	-0.2	-1	617*
26	Cc1cccc(OCc2nnc(SCC(=O)NC3CCCC3)n2C)c1	-3	-0.4	5	0.9	1	2	3.3	-7	-0.7	1	-15
27	Cc1cc(N=Cc2c(O)ccc3cc(Br)ccc23)no1	-9	-0.3	-11	2.6	-2	11	5.1	1	1.0	9	-37
28	CCC(C(=O)O)n1nnc(-c2ccc(-c3ccc(OC)cc3)cc2)n1 (stereo not given)	-8	-3.5	11	2.4	-3	8	0.4	-2	0.7	3	-16
29	COCCCNC(=O)[C@H](CSCc1ccccc1)N1Cc2ccccc2C1=O	1	1.5	-16	0.1	0	0	-1.1	-6	-0.6	5	73
30	C/C(=N\NC(=O)c1cccc(C)c1O)c1ccc(NC(=O)Cc2ccccc2)cc1	15	-0.2	21	3.3	-6	-7	4.0	-9	1.2	3	-6
31	COc1cccc(NC(=O)CN(C)C(=O)/C=C/c2ccc3ccccc3n2)c1	-3	0.0	15	-0.2	-3	0	0.7	-4	0.5	4	-7
32	O=C(COC(=O)c1cccc(S(=O)(=O)N2CCCCC2)c1)NCc1ccccc1	-7	nt	21	nt	-6	0	2.1	-12	7.7	-8	nt
33	COc1cc(C[C@@H]2C(=O)OC[C@H]2Cc2ccc(OC)c(OC)c2)ccc1O	2	-1.1	-20	1.4	-8	1	0.4	1	-0.7	6	-9
34	COc1cccc(OCC(=O)NN=C2c3ccccc3-c3ccccc32)c1	8	-0.9	-12	1.2	-2	0	1.2	-10	0.4	3	-14
35	COc1cc([N+](=O)[O-])ccc1NC(=O)COC(=O)c1n[nH]c2ccccc12	3	-1.6	-8	0.0	-9	0	2.0	1	-1.3	2	-41
36	CCO[C@@H]1OC(C(N)=O)=C[C@H](C(C)(C)C)[C@H]1CCCO	1	-2.3	11	2.4	-3	3	-1.3	-25	-0.6	-4	45
37	NCCCC[C@@H]1NC(=O)c2cc([N+](=O)[O-])cc(F)c2NCCCC[C@@H](C(N)=O)NC(=O)[C@H](CCC(N)=O)NC1=O	1	-1.1	3	0.8	-14	-1	1.6	5	-0.2	-1	147
38	CCC(C)[C@H](NC(=O)NCc1ccccn1)C(=O)OC (stereo not given in full)	-13	-0.6	22	1.1	3	0	1.8	-16	0.5	2	-6
39	COc1ccc(OC)c(NC(=O)CN2C(=O)NC(C)(c3ccc4c(c3)OCCO4)C2=O)c1 (stereo not given)	-16	-2.3	-12	-0.4	-3	-3	4.2	4	-1.1	3	-11
40	COC(=O)c1cc(OC)c(OC)cc1N=CC1=C(O)CC(C)(C)CC1=O	-11	-0.9	-10	2.4	-5	2	1.8	2	1.3	5	-4
41	O=C(N/N=C/C=C\c1ccccc1[N+](=O)[O-])c1ccncc1	8	-1.3	-7	-0.5	-1	-4	0.8	-1	0.2	3	-6
42	CC(C)(C)C(=O)CNCC(=O)C(C)(C)C	-5	1.2	-4	1.8	-9	1	5.3	7	0.3	1	-1
43	N=c1c2c3c(sc2ncn1N)CCCC3	-3	0.8	2	2.5	16	1	5.8	-5	-0.8	1	-7
44	O=C(NNC(=O)C1CCN(S(=O)(=O)c2ccccc2)CC1)c1ccccc1O	-19	2.9	0	4.2	-4	1	6.0	8	0.1	-1	-12
45	CC1CCCN(S(=O)(=O)c2ccc([N+](=O)[O-])cc2)C1 (stereo not given)	10	nt	3	nt	-3	4	1.2	6	0.3	-1	126
46	COc1ccc(S(=O)(=O)NCCCCOc2ccc(Cl)cc2)cc1	-13	0.5	-12	0.7	0	-5	0.0	-2	1.7	3	6
47	OC(CNCc1ccccc1F)COc1cccc2ccccc12 (stereo not given)	-7	0.9	9	1.0	-2	-5	5.4	-12	-1.4	-4	40
48	O=S(=O)(NCc1ccccn1)c1cc(OCC(F)(F)F)ccc1OCC(F)(F)F	0	0.5	3	2.1	0	3	4.0	4	-0.3	-6	1
49	O=C(c1cccc(C(F)(F)F)c1)C1CCCN(C(=O)/C=C/c2cnc[nH]2)C1 (stereo not given)	-2	nt	-2	nt	7	-2	0.9	0	0.2	-5	24
50	O=C(C[C@H]1C/C=C\C[C@H](NC(=O)OCC2c3ccccc3-c3ccccc32)C(=O)OC[C@H]2CCCN2C1=O)NCCO	-6	-1.7	15	-2.2	-20	-5	2.2	-3	-0.8	4	-5
51	Cc1cc(=O)oc(C)c1C(=O)N1CCN(Cc2ccc3c(c2)OCO3)CC1	1	1.6	-10	0.2	0	2	-0.9	1	-0.2	1	12
52	O=C(Nc1cccc(Cl)c1)c1ccc(Cn2cc(Cl)cn2)cc1	-7	2.1	-7	6.8	-8	0	4.1	-9	0.4	3	-11
53	CCS(=O)(=O)N1Cc2ccccc2CC1C(=O)Nc1ccc(OC)cc1 (stereo not given)	-8	-0.1	-1	4.6	0	-1	2.5	-5	-3.2	0	-1
54	Cc1nn(CC(=O)N2CCCCC2)c(=O)c2nn(-c3ccccc3)c(C)c12	1	-4.1	8	2.0	4	-1	4.4	-13	-2.6	3	-4
55	O=Cc1s/c(=N\S(=O)(=O)c2ccccc2)n(CCCCl)c1Cl	-4	nt	9	nt	7	3	-2.1	-13	4.5	-4	nt
56	Clc1ncn(C23CC4CC(CC(C4)C2)C3)n1	-12	2.4	10	4.2	0	0	2.2	-4	-0.6	5	10
57	COC(=O)Cc1[nH]n(-c2nc3ccccc3s2)c(=O)c1C(C)=Nc1ccc(OC)cc1	-6	-0.8	1	-1.4	-2	0	3.6	-1	-1.1	0	-10
58	COc1ccc(OC)c(C2C(C(=O)c3cccs3)=C(O)C(=O)N2c2cc(C)on2)c1 (stereo not given)	2	2.5	-33	0.7	-10	-1	1.6	-9	-1.2	2	250
59	O=C(Nc1ccccc1Cl)c1ccc(COc2ccc3c(c2)CCC3)cc1	-4	1.6	-10	1.8	-5	-5	0.7	-5	1.6	3	-2
60	COc1ccc(CCC(C)NCc2cccc(Br)c2)cc1 (stereo not given)	-8	1.2	7	3.8	-7	-3	1.5	0	-1.2	-2	-5
61	Cc1ccc(CNC(=O)CC2(CC3=NS(=O)(=O)c4ccccc4N3)CCCC2)cc1	-5	-1.6	-10	0.1	21	-1	0.4	-7	-2.3	4	-13
62	CCOC(=O)Cn1nc(NC(=O)COc2ccc(F)cc2)cc1C	-1	0.7	0	1.9	6	-1	-1.5	13	-2.9	0	1
63	Cc1cc(C)n2nc(C(=O)OCC(=O)N(C)CC(=O)Nc3ccccc3Cl)nc2n1	-2	0.6	-24	1.9	-10	1	1.9	-5	2.0	8	193
